Gal4-VP16 FLuc = Gal4-VP16 reporter inhibition counter-screen; Potency, µM (doses to about 53.6 µM), inactives show top-dose activity, negative = inhibition, most hits filed as inhibitors; Drosophila S2 Gal4-VP16 UAS-luciferase, luminescence, 20 h; actives 3.5% (n = 310,000);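 note: Gal4-VP16 expression switched on by copper sulfate through the metallothionein promoter; % is set by controls: 0 for no effect and ±100 for the full control effect; nearly all actives have a fitted effect of over 50% in size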
BRCA1 expr act = activators of BRCA1 expression; Potency, µM (titrated, usually from 46.1 µM), for inactives: at the highest dose activation, most hits filed as activators; actives 1.1% (n = 380,000); MCF7-BRCA1-FFLuc reporter, luminescence, 48 h; response scale: scaled: vehicle 0%, 10 µM genistein 100%; AID 624202; note: nearly all actives have a fitted effect of over 80% in size; some results filed as inactive show a strong effect at the top dose
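Luminescence from a BRCA1-driven firefly luciferase in MCF7 cells was read after 48 h compound exposure at 37 C. Data normalized against DMSO and a 10microM genistein activation control, then curve-fitted across the titration.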
MBNL1 CUG block = blocks human MBNL1 binding to CUG repeat RNA; Q9NR56; TR-FRET MBNL1-His/biotin-(CUG)12 binding, 665/545 ratio; Potency, µM (series often up to 57.5 µM), inactives show at the highest dose activity change, negative = inhibition, usual class: inhibitors; actives 0.036% (n = 280,000); active = well fitted inhibition curve with a large enough effect in the signal ratio, with a control signal flat, not every such curve was filed as active; inconclusive = small, poorly fitted or top-dose-only effect, or effect the other way, or a change in a side signal; inactive = no such curve, though single readings can be large or run the other way; the % refers to the signal ratio; note: % is set by controls: 0 for no effect and ±100 for the full control effect
Target sequence (Q9NR56 whole entry, looked up): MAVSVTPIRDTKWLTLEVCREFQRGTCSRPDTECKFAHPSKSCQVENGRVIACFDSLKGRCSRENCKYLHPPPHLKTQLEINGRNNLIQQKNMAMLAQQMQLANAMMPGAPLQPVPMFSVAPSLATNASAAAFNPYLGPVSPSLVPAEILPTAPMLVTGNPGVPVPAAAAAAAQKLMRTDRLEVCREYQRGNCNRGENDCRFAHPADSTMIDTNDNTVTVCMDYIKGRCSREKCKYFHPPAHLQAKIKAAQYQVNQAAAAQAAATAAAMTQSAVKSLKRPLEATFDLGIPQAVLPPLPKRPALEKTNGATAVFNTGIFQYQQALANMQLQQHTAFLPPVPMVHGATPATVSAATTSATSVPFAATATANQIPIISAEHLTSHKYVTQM
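Compound titration spanned 92 nM–58 uM against the MBNL1-His/biotin-(CUG)12 complex. After 60 min at room temperature with 5 nM streptavidin-XL665 and 0.055 ng/ul terbium anti-His, ratiometric 665/545 nm emission (Ex 340 nm) normalized to controls.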
p53 reactivation = mutant p53 re-activation in reporter cells. Potency, µM (doses to about 92.2 µM), inactives show top-dose activity change, positive = activation, hits mostly activators. actives 0.063% (n = 320,000). H1299 p53-A138V BP100-luciferase reporter, luminescence, 24 h; note: % of control where 0% means no effect; nearly all actives have a fitted effect of over 45% in size
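p53-null H1299 cells stably carrying temperature-sensitive p53-A138V and a BP100-luciferase reporter were pinned with compounds (4-point, 1:5 series) and held 24 hrs at 37 deg C. Luminescence was read 10 min after detection reagent.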
Rab9 promoter act = activators of Rab9 promoter; Huh7 Rab9 promoter-luciferase reporter, luminescence, 24 h; actives 2.8% (n = 320,000); Potency, µM (series often up to 9.22 µM), for inactives: top-dose activation, negative = inhibition, hits mostly activators; AID 485297; note: % of control where 0% means no effect; nearly all actives have a fitted effect of over 60% in size
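Luminescence read-out: Huh7 cells stably expressing Rab9-luciferase, treated 24 h with compound at 37 °C, then lysed with luciferase reagent for 10 min at ambient before reading.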
NPC1 promoter act = activates the NPC1 promoter | Huh7 NPC1 promoter luciferase reporter, 24 h | Potency, µM (top dose mostly 9.22 µM), for inactives: top-dose activation, actives largely listed as activators | actives 2.4% (n = 320,000);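 note: % of control where 0% means no effect; nearly all actives have a fitted effect of over 60% in size; reporter is driven by a mutant NPC1 promoter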
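Compounds in DMSO were transferred onto Huh7 NPC1-luciferase reporter cells pre-incubated 2 h; after 24 h at 37 °C, Amplite reagent was dispensed and luminescence recorded 10 min later.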
RORg inh = inhibitors of mouse ROR gamma transcriptional activity | P51450 | Potency, µM (titrated, usually from 53.6 µM), for inactives: at the top dose activity change, negative = inhibition, most hits filed as inhibitors | actives 5.4% (n = 310,000) | Drosophila S2 Gal4-RORgamma UAS-luciferase reporter, 20 h | AID 2551; note: % is set by controls: 0 for no effect and ±100 for the full control effect; nearly all actives have a fitted effect of over 60% in size
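Using a luciferase readout, inhibitors were identified by reduced reporter activity in Drosophila cells coexpressing a copper-inducible Gal4–ROR gamma fusion and UAS-driven Photinus luciferase, incubated 20 hr after 700 uM copper sulfate.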
uPA generation = cell surface uPA generation inhibition. actives 0.31% (n = 330,000). cell surface uPA generation assay, qHTS. Potency, µM (top dose mostly 38.3 µM), for inactives: top-dose activity change, negative = inhibition, hits mostly inhibitors; active = well fitted inhibition curve with a large enough effect; inconclusive = small, poorly fitted or top-dose-only effect; inactive = no such curve, though single readings can be large or run the other way; tested in mouse RAW 264.7 cells; note: % is set by controls: 0 for no effect and ±100 for the full control effect; nearly all actives have a fitted effect of over 55% in size
ELG1 genotoxic = induces genotoxicity in HEK293T cells with luciferase-tagged ELG1 | HEK293T ELG1-luciferase reporter, luminescence, 16 h | Potency, µM (series often up to 46 µM), without a hit: at the top dose activity change, positive = activation, usual class: activators | actives 1.3% (n = 330,000) | AID 504466; note: % of control where 0% means no effect; nearly all actives have a fitted effect of over 60% in size
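Quantitative HTS format in 1536-well plates. HEK293T ELG1-luciferase reporter cells receive test compound and are incubated 16 hr at 37 °C, 5% CO2; ONE-Glo added, 30 min room temperature, then luminescence read.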
FLuc modulator = counter-screen for miR-21 project: firefly luciferase inhibitors or activators; Potency, µM (titrated, usually from 57.5 µM), for the others: top-dose activity change, negative = inhibition, usual class: inhibitors; P08659; purified FLuc, Km substrates, luminescence inhibition; actives 6.9% (n = 360,000);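 note: plate controls were vehicle for no effect and reference inhibitor for full effect; nearly all actives have a fitted effect of over 55% in size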
Target sequence (P08659 whole entry, looked up): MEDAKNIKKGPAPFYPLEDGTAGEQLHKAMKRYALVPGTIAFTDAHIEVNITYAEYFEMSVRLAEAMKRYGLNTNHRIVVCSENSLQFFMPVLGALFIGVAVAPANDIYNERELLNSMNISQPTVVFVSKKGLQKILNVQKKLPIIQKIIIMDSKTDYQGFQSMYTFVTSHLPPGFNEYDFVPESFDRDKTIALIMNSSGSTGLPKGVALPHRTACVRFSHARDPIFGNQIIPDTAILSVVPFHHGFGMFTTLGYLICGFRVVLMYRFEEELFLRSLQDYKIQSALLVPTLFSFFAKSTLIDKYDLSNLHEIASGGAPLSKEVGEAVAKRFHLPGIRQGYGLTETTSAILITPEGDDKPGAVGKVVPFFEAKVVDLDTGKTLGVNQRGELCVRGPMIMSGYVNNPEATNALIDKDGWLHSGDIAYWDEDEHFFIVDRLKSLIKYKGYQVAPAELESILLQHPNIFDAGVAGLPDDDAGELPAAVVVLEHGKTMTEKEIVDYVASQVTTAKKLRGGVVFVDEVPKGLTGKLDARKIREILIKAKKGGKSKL
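Purified P. pyralis luciferase (10nM final) with 10uM D-luciferin and 10uM ATP (Km levels) in 50mM Tris acetate pH 7.5, 10mM Mg acetate, 0.01% Tween-20, 0.05% BSA; qHTS 6-point titration, ~60 µM downward; luminescence read.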
* = called active by the depositor; ? = inconclusive; . = not tested or not shown; & = joins results of further samples; [ ] = remark or other dose. Unless noted, calls come from the whole dose curve; as a rule, active = well fitted curve in the direction sought with a large enough effect; inconclusive = small, poorly fitted or top-dose-only effect, or another doubt; inactive = no such curve, though single readings can be large; an effect the other way counts as inactive or inconclusive. Potency is the fitted concentration of half-maximal effect.

SMILES	Gal4-VP16 FLuc	BRCA1 expr act	MBNL1 CUG block	p53 reactivation	Rab9 promoter act	NPC1 promoter act	RORg inh	uPA generation	ELG1 genotoxic	FLuc modulator
Cc1cc(C=NCCCO)c(C)n1-c1cc(Cl)ccc1Cl	-10%	9%	3%	-2%	-1%	-7%	-1%	2%	2%	3%
COC(=O)c1ccc(C(=O)OC)c(NC(=S)N2CCC(C(N)=O)CC2)c1	-1%[10 µM]	5%	-3%	-1%	-8%	-8%	9%	-1%	-2%	-2%
Cn1c(-c2ccccc2)c(/C=N/NC(=O)c2ccc(O)cc2)c2ccccc21	2%	7%	1%	21%	?	?	0%	3.5µM*	?	0.95µM*
Cc1nc2c(nnn2Cc2ccccc2)c(=O)[nH]1	8%	0%	5%	1%	1%	-1%	1%	4%	2%	3%
O=C(c1ccc2c(=O)n(C3CCCC3)c(=S)[nH]c2c1)N1CCN(C2CCCCC2)CC1	1%	-4%	1%	-1%	-2%	1%	-42%	2%	-2%	1%
NC(=O)C(c1ccc(Cl)cc1Cl)c1ncc(C(F)(F)F)cc1Cl (stereo not drawn)	-20%	-21%	-9%	3%	-3%	-2%	11%	-3%	-2%	-2%
COc1ccc(CCN(C(=O)C(F)(F)F)C(C(=O)NC2CCCC2)c2cccs2)cc1 (stereo not drawn)	-3%	-66%	9%	0%	0%	-3%	20%	-22%	-8%	2%
Cc1nnc(NC(=O)C(C)Sc2nnc(CNC(=O)c3ccccc3F)n2C)s1 (stereo not drawn)	.	14%	.	4%	-1%	-1%	.	-2%	0%	-2%
O=C(c1ccco1)N1CCN(C(c2ccccc2)c2nnnn2C2CCCC2)CC1 (stereo not drawn)	-15%	-4%	5%	-1%	1%	-2%	18%	6%	-3%	?
NC(=O)c1ccc(NC(=O)CN2C(=O)NC(c3ccccc3)(c3ccccc3)C2=O)cc1	7%	-25%	-3%	-6%	-3%[1.84 µM]	-1%	26%	7%	6%	-17%
CSCc1ccc(C(=O)Nc2ccc(C(N)=O)cc2)cc1	?	5.6µM*	-7%	24%	2.8µM*	2µM*	-19%	?	15µM*	5.4µM*
O=C(O)c1ccc(NC2=C/C(=N/S(=O)(=O)c3ccccc3)c3ccccc3C2=O)cc1	7.9µM*	-93%	?	-9%	-39%[inhibitor]	-40%[inhibitor]	11µM*	-7%	-16%	15µM*
COc1ccccc1[N+](=O)[O-]	10%	9%	.	5%	1%	-1%	-14%	0%	2%	1%
O=C(Cc1c(F)cccc1Cl)N1CCN(S(=O)(=O)c2cccc(F)c2)CC1	.	-38%	.	-5%	-2%	-3%	.	-25%	-1%	0%
CCc1ccc(C2NC(=S)NC3=C2C(=O)CC(C)(C)C3)cc1 (stereo not drawn)	?	4%	15%	-8%	-2%	-1%	?	0%	1%	0%
COc1ccc(OC)c(/C=N/NC(=O)CC(=O)NCc2ccccc2)c1	-6%	-34%	19%	-2%	-17%	-4%	12%	-1%	1%	2%
CC(=O)c1ccc(OCCCC(=O)Nc2ccc(C)c(S(=O)(=O)N3CCOCC3)c2)cc1	.	-45%	.	-10%	-10%	-8%	.	-3%	-8%	-1%
Cc1c(C(C)(C)C)sc(=NC(=O)c2ccccc2O)n1C	8%	76%	?	?	1µM*	2.8µM*	2%	0%	?	0.95µM*
Cc1ccc(S(=O)(=O)CCC(=O)OCC(=O)NNC(=O)c2ccc([N+](=O)[O-])cc2)cc1	.	0%	.	0%	-1%	-1%	.	4%	-2%	-3%
O=C(Nc1cccc(C(F)(F)F)c1)N1CCN(C(=O)Nc2cccc(C(F)(F)F)c2)CC1	-6%	-4%	-2%	-2%	-4%	-3%	28%	1%	0%	1%

Single entries from above.
Entry for Cc1nnc(NC(=O)C(C)Sc2nnc(CNC(=O)c3ccccc3F)n2C)s1 (stereo not drawn) under FLuc modulator: -2%
Entry for O=C(O)c1ccc(NC2=C/C(=N/S(=O)(=O)c3ccccc3)c3ccccc3C2=O)cc1 under BRCA1 expr act: -93%

Going on with the list.
SMILES	Gal4-VP16 FLuc	BRCA1 expr act	MBNL1 CUG block	p53 reactivation	Rab9 promoter act	NPC1 promoter act	RORg inh	uPA generation	ELG1 genotoxic	FLuc modulator
CCC1CCCCN1C(=O)COc1ccc(N(C)S(=O)(=O)c2ccc(C)cc2)cc1 (stereo not drawn)	7%	-32%	1%	4%	-4%	-8%	25%	-12%	-15%	0%
N#Cc1nc(Cc2cccc3ccccc23)oc1NCc1ccc(F)cc1	-24%	-36%	8%	-20%	-4%	-6%	29%	7%	-18%	-2%
O=C(Oc1cc(=O)oc2ccccc12)c1ccco1	-3%	-6%	-2%	?	-2%	-3%	1%	-3%	0%	0%
CSc1cccc(NC(=O)c2nnn(CC(=O)Nc3cc(C)cc(C)c3)c2N)c1	-8%	2%	4%	-1%	-1%	-1%	-14%	-2%	5%[9.26 µM]	0%
O=C(CSc1nnc(-c2ccc(O)cc2)o1)Nc1ccc2c(c1)OCCO2	-8%	87%	4%	?	4µM*	3.2µM*	27%	-15%	15%	?
NC(=O)CC[C@@H]1NC(=O)[C@H](CO)NC(=O)c2cc([N+](=O)[O-])cc(I)c2NCCCC[C@@H](C(N)=O)NC(=O)[C@H](Cc2ccc(O)cc2)NC1=O	18%	-9%	?	-8%	1%	-3%	-20%	3%	1%	0%
CC(=O)NC1CC2CCCC(C1)N2C(=O)Nc1ccccc1 (stereo not drawn)	0%	0%	-3%	0%	-5%	-4%	-13%	2%	3%	1%
S=C(Nc1ccc(Cl)cc1Cl)Nc1ccccc1Oc1ccccc1	?	-29%	3%	6%	-1%	-2%	10µM*	-5%	-12%	-4%
O=[N+]([O-])c1cccc(/C=N/n2cnnc2)c1O	-20%	-22%	.	5%	9%	-1%	-23%	-3%	0%	-2%
Nc1ccc2nc3c(=O)n(CCc4ccccc4)c(=O)[nH]c3nc2c1	9%	17%	?	4%	17%	-1%	?	-2%	-3%	-14%
COc1cccc(OCc2cc(C(=O)N(C)Cc3nccn3C)no2)c1	?	?	-2%	?	1.8µM*	2.8µM*	4%	1%	?	19µM*
CC(=O)N1CCc2cc(S(=O)(=O)CCC(=O)NCc3ccc(Cl)cc3)ccc21	0%	9%	-3%	7%	-5%	-2%	19%	0%	-7%	-1%&-7%
Cc1cc(C(=O)N2CCCC(CCC(=O)N3CCN(c4ccccn4)CC3)C2)c(C)o1 (stereo not drawn)	3%	6%	1%	-3%	0%	-2%	11%	-3%	-5%	-2%
BrC(=C\c1ccccc1)/C=N/Nc1nc2ccccc2[nH]1	5µM*	28%	10%	?	18%	21%	3.2µM*	-6%	10%	2.7µM*
Cc1ccc(C(=O)N2CCN3C(=O)c4ccccc4C23c2ccc(Cl)cc2)cc1 (stereo not drawn)	-19%	-84%	-3%	-6%	-8%	-9%	26%	-11%	17%	6%
Cc1cccc(-n2c(O)c(C=Nc3ccccc3)c3ccccc3c2=O)n1	-7%	0%	?	-7%	-3%	-2%	12%	-6%	1%	0%
O=C(CN1CCN(S(=O)(=O)c2ccc(Br)cc2)CC1)N/N=C/c1ccccc1C(=O)O	9%	5%	2%	-7%	4%	-8%	2%	-5%	0%	2%
CCOc1ccc(/C(O)=C2/C(=O)C(=O)N(CC3CCCO3)C2c2ccc(C)o2)cc1 (stereo not drawn)	7%	-7%	8%	-4%	-2%	-4%	-23%	6%	-3%	-2%
O=S(=O)(Nc1ccc(C(F)(F)F)cc1)c1cnc[nH]1	-2%	0%	-8%	-2%	-2%	0%	41%	-1%	-1%	0%
O=C(CNS(=O)(=O)c1ccc2c(c1)OCCCO2)N1CCN(c2ccc(F)cc2)CC1	.	8%	.	-2%	-7%	5%	.	-31%	-2%	7%
COc1ccc(S(=O)(=O)NCCc2ccccc2)cc1	16%	19%	0%	4%	10%	8%	10%	1%	8%	0%
Cn1c(N2CCN(C(=O)NC34CC5CC(CC(C5)C3)C4)CC2)nc2ccccc21	-7%	0%	5%	4%	-6%	-5%	-18%	1%	11%	-13%
CCCCCOC(=O)C1=C(C)Nc2nnnn2C1c1ccccc1Cl (stereo not drawn)	?	-2%	4%	6%	-3%	-1%	?	2%	-7%	4%
Cn1nc(C(=O)Nc2ccc3c(c2)OCCO3)c2ccccc2c1=O	.	10%	.	13%	12%	1%	.	-26%	?	?
N#Cc1c(N2C(=O)c3ccc(C(=O)O)cc3C2=O)sc2c1CCCC2	-6%	2%	-6%	0%	0%	0%	-1%	2%	0%	?
Cn1c(SCC(=O)N/N=C/c2ccc([N+](=O)[O-])s2)nnc1-c1ccc(Cl)cc1	18µM*	-71%	?	-22%	-3%	-4%	?	-18%	-3%	?
O=C(CCC(=O)Nc1ccccc1)N/N=C/c1ccccc1F	19%	32%	0%	22%	2%	0%	23%	4%	10%	?
CC1(C)CC(=O)C=C(Nc2ccc(Cl)c(Br)c2)C1	-11%	-40%	2%	.	-7%	3%	?	-8%	-7%	0%
COc1ccc(NS(=O)(=O)c2cccc(C(=O)NNC(=O)c3ccccc3OC)c2)cc1	.	-49%	.	1%	4%	-2%	.	-1%	1%	?
Cc1cc(C)n(-c2nc3ccccc3nc2N2CCN(S(=O)(=O)c3ccc4ccccc4c3)CC2)n1	1%	-49%	0%	-2%	0%	-6%	-2%	.	2%	0%
CCc1ccc2[nH]c3nc(SCCN4CCOCC4)nnc3c2c1	4%	23%	?	21%	2%	-3%	?	0%	-6%	?

An unsorted share of the library; overall some 13% were active at least once.
